# Compound activity as filed in PubChem BioAssay.
# TcdB inh: blocks C. difficile toxin B glycohydrolase activity; P18177; 350,000 compounds, 0.24% hits; TcdB glycohydrolase enzymatic assay, plate reader; inhibition, % at 9.99 µM; in the data active = inhibition above about 10%
# Target sequence (P18177 whole entry, looked up): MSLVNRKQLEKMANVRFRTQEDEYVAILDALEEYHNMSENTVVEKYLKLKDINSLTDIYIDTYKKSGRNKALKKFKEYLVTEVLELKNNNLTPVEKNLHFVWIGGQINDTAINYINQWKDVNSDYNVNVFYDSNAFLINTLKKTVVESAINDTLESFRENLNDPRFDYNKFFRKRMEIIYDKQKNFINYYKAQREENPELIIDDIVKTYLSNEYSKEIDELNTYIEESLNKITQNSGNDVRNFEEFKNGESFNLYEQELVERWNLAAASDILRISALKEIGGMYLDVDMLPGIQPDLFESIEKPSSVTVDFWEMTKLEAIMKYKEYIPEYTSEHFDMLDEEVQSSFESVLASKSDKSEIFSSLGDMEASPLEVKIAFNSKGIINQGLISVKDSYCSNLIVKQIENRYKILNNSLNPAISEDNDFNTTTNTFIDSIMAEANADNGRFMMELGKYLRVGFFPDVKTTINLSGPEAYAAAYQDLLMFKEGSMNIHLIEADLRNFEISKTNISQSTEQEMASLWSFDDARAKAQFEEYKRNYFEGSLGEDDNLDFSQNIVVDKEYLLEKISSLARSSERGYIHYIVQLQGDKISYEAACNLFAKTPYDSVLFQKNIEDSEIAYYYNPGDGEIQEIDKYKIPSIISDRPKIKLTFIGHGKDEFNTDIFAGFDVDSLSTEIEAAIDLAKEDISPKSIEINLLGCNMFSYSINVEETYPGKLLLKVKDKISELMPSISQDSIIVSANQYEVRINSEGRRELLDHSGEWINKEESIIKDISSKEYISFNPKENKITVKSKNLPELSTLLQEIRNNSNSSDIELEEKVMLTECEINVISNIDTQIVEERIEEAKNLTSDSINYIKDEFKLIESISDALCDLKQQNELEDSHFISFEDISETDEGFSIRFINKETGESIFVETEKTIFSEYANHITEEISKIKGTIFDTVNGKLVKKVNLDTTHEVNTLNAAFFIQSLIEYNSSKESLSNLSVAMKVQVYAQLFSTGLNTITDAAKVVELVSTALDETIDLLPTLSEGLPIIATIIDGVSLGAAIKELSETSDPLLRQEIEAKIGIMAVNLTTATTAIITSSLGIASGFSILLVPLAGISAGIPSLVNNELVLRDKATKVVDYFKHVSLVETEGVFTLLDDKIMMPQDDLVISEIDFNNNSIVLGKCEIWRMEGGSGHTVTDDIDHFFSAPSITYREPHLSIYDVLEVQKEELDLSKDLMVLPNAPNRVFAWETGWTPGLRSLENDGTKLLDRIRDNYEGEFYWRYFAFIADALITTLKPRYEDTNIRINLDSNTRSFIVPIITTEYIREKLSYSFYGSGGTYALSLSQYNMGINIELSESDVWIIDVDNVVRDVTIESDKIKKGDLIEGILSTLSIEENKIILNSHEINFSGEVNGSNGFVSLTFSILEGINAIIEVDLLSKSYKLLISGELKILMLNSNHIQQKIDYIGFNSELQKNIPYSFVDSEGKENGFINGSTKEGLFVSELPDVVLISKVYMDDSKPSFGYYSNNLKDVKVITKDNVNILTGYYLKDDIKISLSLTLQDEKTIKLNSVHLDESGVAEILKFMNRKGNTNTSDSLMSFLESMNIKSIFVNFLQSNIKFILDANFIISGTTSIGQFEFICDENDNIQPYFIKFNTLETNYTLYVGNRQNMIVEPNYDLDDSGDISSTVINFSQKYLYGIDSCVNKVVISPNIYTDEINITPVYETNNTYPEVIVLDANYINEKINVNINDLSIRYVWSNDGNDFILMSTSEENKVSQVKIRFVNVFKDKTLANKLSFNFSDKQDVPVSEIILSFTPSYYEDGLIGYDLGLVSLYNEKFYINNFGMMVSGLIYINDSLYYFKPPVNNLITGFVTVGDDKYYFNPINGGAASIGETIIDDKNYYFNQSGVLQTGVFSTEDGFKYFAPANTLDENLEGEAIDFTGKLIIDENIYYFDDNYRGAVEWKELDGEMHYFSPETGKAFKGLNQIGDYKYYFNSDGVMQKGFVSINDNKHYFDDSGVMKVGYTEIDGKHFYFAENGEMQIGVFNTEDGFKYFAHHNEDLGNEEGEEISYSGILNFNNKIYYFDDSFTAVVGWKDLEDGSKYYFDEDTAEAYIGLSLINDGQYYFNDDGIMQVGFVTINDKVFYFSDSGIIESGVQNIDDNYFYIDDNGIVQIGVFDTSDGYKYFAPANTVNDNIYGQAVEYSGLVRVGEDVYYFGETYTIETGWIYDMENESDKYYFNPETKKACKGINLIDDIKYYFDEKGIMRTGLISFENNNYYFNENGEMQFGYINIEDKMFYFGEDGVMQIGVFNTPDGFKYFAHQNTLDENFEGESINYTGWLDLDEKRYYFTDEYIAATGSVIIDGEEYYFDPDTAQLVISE
# Numbers without * were called inactive; & = joins results of further samples. Not all compounds are listed; count on the stated rates, not on these rows.
nr	molecule	TcdB inh
1	Cc1ccccc1S(=O)(=O)N1C[C@@H](O)COC[C@H]2O[C@H](CC(=O)NCCc3ccccc3)CC[C@@H]21	1.3
2	C/C=C/c1ccc2c(c1)O[C@H](CN(C)C(=O)Nc1cccc(F)c1)[C@H](C)CN([C@@H](C)CO)S2(=O)=O	-0.3
3	C[C@H](CO)N1C[C@H](C)[C@@H](CN(C)Cc2ccc(C(=O)Nc3ccccc3N)cc2)Oc2ccc(NS(=O)(=O)c3ccccc3)cc2CC1=O	-1.0
4	COCC(=O)N1CC[C@H]2[C@H](CO)Nc3ccc(-c4cccc(C#N)c4)cc3[C@H]21	1.1
5	C[C@H]1CN([C@@H](C)CO)S(=O)(=O)c2ccc(-c3cccc(F)c3)cc2O[C@H]1CN(C)C(=O)C1CC1	1.4
6	Cc1ccc(-c2ccc3c(c2)O[C@@H](CN(C)C)[C@H](C)CN([C@H](C)CO)S3(=O)=O)cc1	-2.5
7	COc1ccc(NC(=O)Nc2cccc3c2O[C@H](CN(C)Cc2ccc(C(F)(F)F)cc2)[C@@H](C)CN([C@@H](C)CO)C3=O)cc1	0.0
8	C[C@@H]1CN([C@H](C)CO)C(=O)c2cc(NC(=O)C3CC3)ccc2O[C@@H]1CN(C)C(=O)Nc1cccc2ccccc12	0.6
9	CCCN(C)C[C@@H]1Oc2ncc(-c3cccc(C(F)(F)F)c3)cc2C(=O)N([C@H](C)CO)C[C@@H]1C	-0.3
10	COc1ccc2c3c([nH]c2c1)[C@@H](CO)N(Cc1ccccn1)CC31CCN(C(C)=O)CC1	-1.1
11	O=C(Nc1cccc(F)c1)N[C@H]1CC[C@@H](CCNS(=O)(=O)c2cccc(Cl)c2)O[C@H]1CO	-0.3
12	O=C(C[C@@H]1CC[C@@H](NS(=O)(=O)c2ccc(F)cc2)[C@H](CO)O1)NC1CCCCC1	-0.3

# Other results follow:
nr	molecule	TcdB inh
13	CN(C)C(=O)[C@@H]1[C@@H](CO)[C@@H]2Cn3c(ccc(-c4ccccc4F)c3=O)[C@H]1N2C(=O)c1ccccc1	0.8
14	CNC[C@H]1Oc2cc(-c3ccccc3F)ccc2S(=O)(=O)N([C@@H](C)CO)C[C@H]1C	0.5
15	Cc1noc(C)c1S(=O)(=O)Nc1ccc2c(c1)CC(=O)N([C@@H](C)CO)C[C@H](C)[C@H](CN(C)S(=O)(=O)c1c(C)noc1C)O2	-7.9
16	C[C@@H]1CCCCO[C@H](CN(C)C(=O)c2ccncc2)[C@H](C)CN([C@@H](C)CO)C(=O)c2cc(NC(=O)C3CCCCC3)ccc2O1	0.0
17	O=C(Nc1ccc(F)cc1)N1CC(=O)N2[C@@H](CO)[C@@H](c3ccc(C#Cc4ccc(F)cc4)cc3)[C@@H]2C1	0.0
18	N#Cc1ccc(-c2ccc([C@@H]3[C@@H](CO)N4C(=O)CN(C(=O)C5CC5)C[C@@H]34)cc2)cc1	-11
19	Cc1noc(C)c1NC(=O)Nc1ccc2c(c1)C(=O)N([C@@H](C)CO)C[C@H](C)[C@@H](CN(C)C(=O)c1ccccc1)OCCCC[C@@H](C)O2	-0.8
20	CCCNC(=O)N(C)C[C@@H]1Oc2cc(-c3ccccc3)ccc2S(=O)(=O)N([C@H](C)CO)C[C@H]1C	-0.1
21	COCC(=O)N1CC2(C1)CN(Cc1ccccc1Cl)[C@H](CO)c1c2c2ccc(OC)cc2n1C	1.1
22	COCC(=O)N1CC2(CCN(S(C)(=O)=O)CC2)c2c(n(C)c3cc(OC)ccc23)[C@H]1CO	1.2
23	O=S(=O)(c1ccc(F)cc1)N1CCCCN2[C@H](CO)[C@H](c3ccc(C#CC4CC4)cc3)[C@H]2C1	0.0
24	COc1ccc(NC(=O)N(C)C[C@@H]2Oc3c(NC(=O)NC4CCCCC4)cccc3C(=O)N([C@H](C)CO)C[C@H]2C)cc1	0.8

# Other structures:
nr	molecule	TcdB inh
25	CO[C@@H]1CN(C)C(=O)c2cc(NC(=O)C3CCOCC3)ccc2OC[C@@H](C)N(C(=O)Nc2ccc(C(F)(F)F)cc2)C[C@H]1C	-0.3
26	Cc1noc(C)c1NC(=O)Nc1ccc2c(c1)CC(=O)N([C@@H](C)CO)C[C@@H](C)[C@H](CN(C)S(C)(=O)=O)O2	0.5
27	Cc1ccc(S(=O)(=O)Nc2ccc3c(c2)C(=O)N([C@@H](C)CO)C[C@H](C)[C@H](CN(C)C(=O)Nc2cccc4ccccc24)O3)cc1	1.5
28	COc1ccccc1CNC(=O)C[C@@H]1CC[C@H](NC(C)=O)[C@@H](CO)O1	0.7
29	CC(C)NC(=O)Nc1ccc2c(c1)C(=O)N([C@H](C)CO)C[C@H](C)[C@H](CN(C)C(=O)Nc1ccccc1)OCCCC[C@H](C)O2	2.3
30	CN(C)C(=O)c1cccc(-c2ccc([C@H]3[C@@H](CO)N(C(=O)C4CCCC4)[C@H]3C#N)cc2)c1	0.1
31	COCC(=O)N1CC2(CN(C(=O)c3ccccn3)C2)c2c(n(C)c3cc(OC)ccc23)[C@@H]1CO	-0.3
32	Cc1ccccc1-c1ccc(C2[C@@H]3CN(C(=O)C4CCCC4)C[C@H]2N3)cc1 (stereo partly specified)	-0.1&-0.1
33	N#C[C@@H]1[C@H](c2ccc(-c3cncnc3)cc2)[C@H](CO)N1C(=O)C1CCC1	-0.8
34	COc1ccc(CN(C)C[C@H]2Oc3ccc(NC(=O)C4CC4)cc3C(=O)N([C@@H](C)CO)C[C@@H]2C)cc1	-1.6
35	CO[C@H]1CN(C)C(=O)c2cc(NC(C)=O)ccc2OC[C@H](C)N(C(=O)CC2CC2)C[C@H]1C	0.9
36	Cc1ccc(S(=O)(=O)Nc2ccc3c(c2)C(=O)N([C@@H](C)CO)C[C@@H](C)[C@H](CN(C)S(=O)(=O)c2ccc(C)cc2)OCCCC[C@H](C)O3)cc1	1.0

# Additional structures.
nr	molecule	TcdB inh
37	C[C@H](NC(=O)C[C@H]1CC[C@@H]2[C@H](COC[C@H](O)CN2C(=O)Nc2cccc(Cl)c2)O1)c1ccccc1	-1.4
38	Cc1noc(C)c1NC(=O)Nc1ccc2c(c1)CC(=O)N([C@@H](C)CO)C[C@H](C)[C@H](CN(C)C(=O)Nc1ccc3c(c1)OCO3)O2	0.1
39	C[C@@H]1CN([C@H](C)CO)C(=O)c2cccc(NC(=O)Nc3cccc4ccccc34)c2O[C@@H]1CN(C)S(=O)(=O)c1ccc(Cl)cc1	1.2
40	CCC(=O)N1C[C@@H](O)COC[C@H]2O[C@@H](CC(=O)NCc3ccc(Oc4ccccc4)cc3)CC[C@@H]21	-1.1
41	CO[C@@H]1CN(C)C(=O)c2cc(NC(=O)C3CCCC3)ccc2OC[C@H](C)N(C)C[C@H]1C	-5.2
42	COc1ccc(NC(=O)N(C)C[C@H]2Oc3ccc(NS(C)(=O)=O)cc3C(=O)N([C@@H](C)CO)C[C@@H]2C)cc1	-0.9
43	COc1ccccc1S(=O)(=O)N[C@@H]1CC[C@@H](CC(=O)N2CCOCC2)O[C@@H]1CO	-2.1
44	COc1ccc(S(=O)(=O)Nc2ccc3c(c2)CC(=O)N([C@@H](C)CO)C[C@@H](C)[C@H](CN(C)C(=O)Nc2ccccc2)O3)cc1	0.0
45	C[C@@H]1CN([C@H](C)CO)C(=O)Cc2cc(NC(=O)Nc3ccc(F)cc3)ccc2O[C@@H]1CN(C)S(C)(=O)=O	-0.1
46	COc1ccc2c3c([nH]c2c1)[C@H](CO)N(Cc1cccnc1)CC31CN(C(=O)CN(C)C)C1	-0.6
47	COCCNC(=O)C[C@@H]1C=C[C@H](NS(=O)(=O)c2ccc(C)cc2)[C@H](CO)O1	-0.9
48	O=C(c1ccc(F)cc1)N1CC(=O)N2[C@H](CO)[C@H](c3ccc(/C=C/c4ccccc4)cc3)[C@@H]2C1	-0.4

# More records:
nr	molecule	TcdB inh
49	O=C(C[C@@H]1C=C[C@H](NC(=O)C2CC2)[C@@H](CO)O1)Nc1nccs1	1.1
50	O=C(NCc1ccc(F)cc1)[C@@H]1[C@@H](CO)[C@@H]2Cn3c(cccc3=O)[C@@H]2N1C(=O)c1cccnc1	0.3
51	CCC(=O)N1Cc2cc(C(=O)NCCOC)nc(-c3cccc(-c4ccc(C#N)cc4)c3)c2[C@@H]1CCO	-0.9
52	CCC(=O)Nc1ccc2c(c1)OC[C@H](C)NC[C@H](C)[C@H](OC)CN(C)C2=O	0.4
53	COc1ccc(S(=O)(=O)N(C)C[C@H]2Oc3ccc(NS(C)(=O)=O)cc3C(=O)N([C@H](C)CO)C[C@H]2C)cc1	0.0
54	O=C(Nc1cccc(Cl)c1)N1C[C@H]2[C@@H](c3ccccc31)[C@@H](CO)N2C(=O)c1ccncc1	1.7
55	C[C@@H]1CCCCO[C@@H](CN(C)Cc2ccc3c(c2)OCO3)[C@H](C)CN([C@H](C)CO)C(=O)c2cc(NC(=O)Nc3ccc(F)cc3)ccc2O1	-0.6
56	COCC(=O)Nc1ccc2c(c1)C(=O)N(C)C[C@@H](OC)[C@H](C)CN(C)[C@H](C)CO2	-0.5
57	O=C(c1ccccc1)N1CC(=O)N2[C@H](CO)[C@H](c3ccc(C#CC4CC4)cc3)[C@@H]2C1	0.2
58	CO[C@@H]1CN(C)C(=O)c2ccc(NC(=O)Nc3ccccc3)cc2OC[C@H](C)N(C(=O)CN(C)C)C[C@@H]1C	-0.3
59	C[C@H]1CN([C@@H](C)CO)S(=O)(=O)c2ccc(C3=CCCC3)cc2O[C@H]1CN(C)C(=O)C1CCOCC1	-0.6
60	Cc1ccc(S(=O)(=O)Nc2cccc3c2O[C@@H](CN(C)S(=O)(=O)c2ccc(Cl)cc2)[C@@H](C)CN([C@@H](C)CO)C3=O)cc1	-0.4

# The list continues:
nr	molecule	TcdB inh
61	COc1ccc2c3c([nH]c2c1)[C@@H](CO)N(C(=O)Cc1ccccc1)CC31CN(C(=O)Nc2ccccc2F)C1	1.1
62	CC(C)NC(=O)Nc1ccc2c(c1)C(=O)N([C@H](C)CO)C[C@@H](C)[C@H](CN(C)C(=O)c1ccncc1)OCCCC[C@H](C)O2	1.0
63	CCCC#Cc1cnc2c(c1)C(=O)N([C@@H](C)CO)C[C@@H](C)[C@@H](CN(C)C(=O)c1cnccn1)O2	0.3
64	CCC(=O)N1C[C@H](C)[C@@H](OC)CN(C)C(=O)c2ccc(NC(=O)CC(F)(F)F)cc2OC[C@H]1C	-0.3
65	Cc1ccc(S(=O)(=O)N(C)C[C@H]2OCCCC[C@@H](C)Oc3ccc(NS(=O)(=O)c4ccc(F)cc4)cc3C(=O)N([C@H](C)CO)C[C@@H]2C)cc1	1.1
66	CN(C)CCCNC(=O)C[C@H]1CC[C@@H](NS(=O)(=O)c2ccccc2)[C@H](CO)O1	-1.1
67	C[C@H]1CN([C@@H](C)CO)C(=O)c2cccc(NS(=O)(=O)c3cn(C)cn3)c2O[C@H]1CN(C)C(=O)Nc1ccc(C(F)(F)F)cc1	0.3
68	C[C@H]1CCCCO[C@H](CN(C)C(=O)Nc2ccccc2)[C@@H](C)CN([C@@H](C)CO)C(=O)c2cc(NC(=O)Nc3ccccc3)ccc2O1	-1.0
69	C/C=C/c1ccc2c(c1)O[C@H](CN(C)C(=O)CN(C)C)[C@H](C)CN([C@H](C)CO)S2(=O)=O	2.0
70	C[C@H](CO)N1C[C@H](C)[C@@H](CN(C)C(=O)CCC(F)(F)F)OCCCC[C@H](C)Oc2ccc(NC(=O)c3ccccc3)cc2C1=O	-1.1
71	COc1ccccc1C#Cc1ccc([C@@H]2[C@@H](C#N)N(C(=O)C3CCCCC3)[C@@H]2CO)cc1	-0.7
72	O=S(=O)(N[C@H]1CC[C@@H](CCn2cc(C3(O)CCCC3)nn2)O[C@@H]1CO)c1ccc(Cl)cc1	-0.2

# Reprinted from the entries so far for reference:
nr	molecule	TcdB inh
64	CCC(=O)N1C[C@H](C)[C@@H](OC)CN(C)C(=O)c2ccc(NC(=O)CC(F)(F)F)cc2OC[C@H]1C	-0.3
65	Cc1ccc(S(=O)(=O)N(C)C[C@H]2OCCCC[C@@H](C)Oc3ccc(NS(=O)(=O)c4ccc(F)cc4)cc3C(=O)N([C@H](C)CO)C[C@@H]2C)cc1	1.1
66	CN(C)CCCNC(=O)C[C@H]1CC[C@@H](NS(=O)(=O)c2ccccc2)[C@H](CO)O1	-1.1
67	C[C@H]1CN([C@@H](C)CO)C(=O)c2cccc(NS(=O)(=O)c3cn(C)cn3)c2O[C@H]1CN(C)C(=O)Nc1ccc(C(F)(F)F)cc1	0.3
68	C[C@H]1CCCCO[C@H](CN(C)C(=O)Nc2ccccc2)[C@@H](C)CN([C@@H](C)CO)C(=O)c2cc(NC(=O)Nc3ccccc3)ccc2O1	-1.0
69	C/C=C/c1ccc2c(c1)O[C@H](CN(C)C(=O)CN(C)C)[C@H](C)CN([C@H](C)CO)S2(=O)=O	2.0
70	C[C@H](CO)N1C[C@H](C)[C@@H](CN(C)C(=O)CCC(F)(F)F)OCCCC[C@H](C)Oc2ccc(NC(=O)c3ccccc3)cc2C1=O	-1.1
71	COc1ccccc1C#Cc1ccc([C@@H]2[C@@H](C#N)N(C(=O)C3CCCCC3)[C@@H]2CO)cc1	-0.7
72	O=S(=O)(N[C@H]1CC[C@@H](CCn2cc(C3(O)CCCC3)nn2)O[C@@H]1CO)c1ccc(Cl)cc1	-0.2

# The listing continues.
nr	molecule	TcdB inh
73	C[C@@H]1CN([C@H](C)CO)C(=O)c2cc(C#C[C@@H](C)O)cnc2O[C@H]1CN(C)C(=O)c1ccccc1	-0.2
74	CCCNC(=O)N1[C@H](C(=O)N2CCCCC2)[C@@H](CO)[C@@H]2Cn3c(ccc(-c4ccc(F)cc4)c3=O)[C@@H]21	-0.1
75	CO[C@@H]1CN(C)C(=O)c2ccc(NC(=O)Nc3ccccc3F)cc2OC[C@H](C)N(CC2CC2)C[C@@H]1C	0.2
76	Cc1ccc(S(=O)(=O)N(C)C[C@@H]2Oc3ccc(NC(=O)C4CCCCC4)cc3C(=O)N([C@@H](C)CO)C[C@H]2C)cc1	-1.5
77	C[C@@H]1CN([C@@H](C)CO)S(=O)(=O)c2ccc(-c3cncnc3)cc2O[C@@H]1CN(C)Cc1ccccn1	-1.7
78	C[C@H]1CCCCO[C@@H](CN(C)C(=O)c2ccccc2)[C@@H](C)CN([C@@H](C)CO)C(=O)c2cc(NC(=O)c3ccccc3)ccc2O1	0.2
79	COc1ccc(CN(C)C[C@H]2OCCCC[C@H](C)Oc3ccc(NC(=O)Nc4cccc5ccccc45)cc3C(=O)N([C@@H](C)CO)C[C@H]2C)cc1	-0.5
80	CCC(=O)N(C)C[C@@H]1Oc2cc(C#Cc3ccccn3)ccc2S(=O)(=O)N([C@@H](C)CO)C[C@@H]1C	1.1
